Screening data as filed in PubChem BioAssay.
Tb PYK inh = qHTS of Trypanosoma Brucei Inhibitors; pyruvate kinase (Trypanosoma brucei), Q57TT1; TbPYK enzyme, Kinase-Glo Plus ATP luminescence, 45 min; Potency, µM (titrated, usually from 76.8 µM), without a hit: at the top dose activity, negative = inhibition, most hits filed as inhibitors; hit rate 0.12% among 410,000; active = well fitted inhibition curve with a large enough effect; note: nearly all actives have a fitted effect of over 50% in size
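Quantitative HTS: titrated library compounds versus trypanosomal pyruvate kinase in TEA buffer (pH 7.2) containing KCl, MgCl2, BSA and Tween-20. Reactions were initiated with ADP, 130 uM final. Kinase-Glo Plus luminescence was read after 45 min at RT.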
Starred values were filed as active, the others as inactive; [ ] = remark or other dose. % is set by controls: 0 for no effect and ±100 for the full control effect; potency is the fitted concentration of half-maximal effect.

mol,Tb PYK inh
CC1(C)C2CC[C@]3(C)C(CC=C4[C@@H]5C[C@](C)(CO)CC[C@]5(C(=O)O)CC[C@]43C)[C@@]2(C)CC[C@@H]1O (stereo partly drawn),-6.0%
Cc1ccc(-n2c(/C=C/c3ccccc3)nc3ccccc3c2=O)cc1C,-3.3%
CCCCCn1c(=O)[nH]c2cc(C(=O)NCc3ccc(F)cc3)ccc2c1=O,-1.0%
CCOc1ccc(NC(=O)C(=O)NCCc2csc(-c3ccc(C(F)(F)F)cc3)n2)cc1,-1.6%
O=C1C(O)=C(O)C(=O)c2ccccc21,-12.2%
O=C(Nc1c(Br)cc2c(c1Br)Cc1cc([N+](=O)[O-])ccc1-2)C(Cl)Cl,2.1%
COc1ccc(Cn2cc(CN(C)C3CN(Cc4cn(Cc5ccc(OC)cc5)nn4)S(=O)(=O)C3)nn2)cc1 (stereo not drawn),6.7%
CCC(=O)N1CCc2cc(Br)cc(S(=O)(=O)CCC(=O)N(CC)Cc3ccccc3)c21,-2.7%
COc1cccc(C2c3cc4c(cc3OC(N3CCOCC3)C2C)OCO4)c1O (stereo not drawn),-0.2%
CCc1ccccc1NC(=O)c1c(NC(=O)c2ccccc2)sc2c1CCCC2,-8.7%
O=C(Cn1ccc2cc(S(=O)(=O)N3CCCCCC3)ccc21)NCCc1ccccc1Cl,0.3%
Cc1ccc(C(=O)c2oc3ccccc3c2NC(=O)c2cc(-c3ccccc3)on2)cc1,0.8%
CCc1cc2c(cc3c(=O)n(CC(=O)N4CCN(c5cc(Cl)ccc5C)CC4)nc(CC)n32)s1,-4.0%
CC(NC(=O)c1ccc2nc(CCc3ccccc3)oc2c1)c1ccccc1 (stereo not drawn),-6.9%
COc1ccc(NC(=O)N2CCCC3(CCN(C(=O)c4ccc(OC)cc4)CC3)C2)cc1,-6.5%
O=C(c1ccc(Br)cc1)N(Cc1cccs1)c1ccc(F)cc1,-0.3%
CN1C(=O)CCC2(C)C1=CCC1C2CCC2(C)C1CCC2(C)O (stereo not drawn),5.0%
CCOc1cc2[nH]c(=O)n(CCCCC(=O)N3CCN(c4cccc(Cl)c4)CC3)c(=O)c2cc1OCC,-6.6%
Cc1nc(N2CCOCC2)c2c(C(=O)N3CCN(c4ccccc4F)CC3)c(C)oc2n1,6.7%
O=C1Nc2cc(C(=O)NCCCN3CCCC3)ccc2S/C1=C/c1cccc(Cl)c1,2.0%

Brought forward from above: 4 compounds, followed by the next part.
mol,Tb PYK inh
CN1C(=O)CCC2(C)C1=CCC1C2CCC2(C)C1CCC2(C)O (stereo not drawn),5.0%
CCOc1cc2[nH]c(=O)n(CCCCC(=O)N3CCN(c4cccc(Cl)c4)CC3)c(=O)c2cc1OCC,-6.6%
Cc1nc(N2CCOCC2)c2c(C(=O)N3CCN(c4ccccc4F)CC3)c(C)oc2n1,6.7%
O=C1Nc2cc(C(=O)NCCCN3CCCC3)ccc2S/C1=C/c1cccc(Cl)c1,2.0%
Cc1ccc(-n2c(SCC(=O)O)nc3sc4c(c3c2=O)CC(C)(C)SC4)cc1,1.6%
COC(=O)c1cc(NC(=O)c2sc3ncn(Cc4cccc(F)c4)c(=O)c3c2C)cc(C(=O)OC)c1,0.0%
CCc1ccccc1NC(=O)c1ccc2c(c1)N(Cc1cc(C)ccc1C)C(=O)c1ccccc1S2(=O)=O,-5.3%
Cc1c(C(=O)N2CCC(C)CC2)c(S(=O)(=O)NCc2ccccc2)c(C)n1C,-5.6%
CCN(CC)c1ccc2cc(-c3nc(-c4cccs4)no3)c(=O)oc2c1,2.6%
CN(C)CCNC(=O)CN1C(=O)CCn2nc(-c3cn(C)c4ccccc34)cc21,-2.7%
COc1cccc(Cc2nc3ccccc3nc2SCC(=O)N2CCCCC2C)c1 (stereo not drawn),-0.1%
CCCn1cc(S(=O)(=O)c2ccc(CC)cc2)c(=O)c2cc(F)c(N(CC)CC)cc21,-4.1%
CCC[C@H]1CN(c2ccccc2)C(=O)[C@@H]1CC(=O)NC,7.6%
Cc1nn(-c2ccccc2)c(C)c1/C=N/NC(=O)c1ccc(F)cc1,0.4%
O=C(N/N=C/c1ccncc1)c1ccncc1,-4.0%
Cc1cc(N2CCCCCC2)nc2ccc(F)cc12,-13.3%
O=C(Nc1cccc(C(F)(F)F)c1)c1cc2nc(-c3ccccc3)cc(C(F)(F)F)n2n1,-3.4%
Cc1cccc(N2CCN(C(=O)c3ccc4c(c3)c(C)c(C)n4C)CC2)c1C,-4.1%[15.4 µM]
COCC(=O)N1CCC2(CCN(Cc3ccc(C#N)cc3)CC2)CC1,-7.6%
C[C@H]1COC[C@@H](C/C=C/c2ccccc2)N1c1ccccc1,-11.0%
CC(C)(C)NC(=O)Cn1nnc(-c2ccccc2NC(=O)c2ccco2)n1,4.7%
Cc1ccn2c(Nc3ccccc3C)c(-c3ccccc3)nc2c1,0.3%
CC1C(=O)N(Cc2cn(Cc3ccco3)nn2)CCS(=O)(=O)N1Cc1ccc(-c2ccncc2)cc1 (stereo not drawn),0.3%
O=C(NN1CCOCC1)c1ccc(Cl)cc1Cl,-1.2%

Further compounds follow:
mol,Tb PYK inh
Cc1cc(C)cc(-n2c(SCC(=O)Nc3ccc4c(c3)OCO4)nc3c([nH]c4ccccc43)c2=O)c1,-1.2%
COc1ccc(NC(=O)Cn2c(=O)n(Cc3nc(C)no3)c(=O)c3cc4c(cc32)OCO4)cc1OC,-2.3%
O=C(NC1CC1)c1ccc(-c2cnc3cccnn23)cc1,2.3%
Nc1[nH]c(C(=O)c2ccc(Br)cc2)c(-c2ccc(Br)cc2)c1C(=O)NCCc1c[nH]c2ccccc12,-2.1%
CCc1ccc(C(=O)c2cn(CC(=O)Nc3ccc4c(c3)OCO4)c3ccc(CC)cc3c2=O)cc1,-1.0%
COc1cccc(CNc2ncnc3c2nnn3C)c1,1.7%
CCc1ccc(-n2nc(CO)c(C(=O)NCCCc3ccccc3)n2)cc1,2.6%
O=C1CC(c2nc(-c3cccc(Cl)c3)no2)CN1c1ccc2c(c1)OCCO2 (stereo not drawn),0.6%
N#Cc1c(-c2ccc(Cl)cc2)c(-c2ccc(Cl)cc2)nn(CCOC(=O)CCC(=O)O)c1=O,-2.6%
O=C(Nc1ccc2oc(-c3cc(Br)ccc3Cl)nc2c1)c1ccc2ccccc2c1,-1.2%
CCc1nc2ccc(C(=O)N3CCN(C(C)=O)CC3)cn2c1N(C=O)Cc1ccc(OC)cc1,2.0%
CC(C)CNC(=O)C1(C)CCCN1Cc1ccc(S(C)(=O)=O)cc1 (stereo not drawn),0.4%
Cc1c(C)n(Cc2ccccc2)c2ccc(C(=O)NCc3ccccc3F)cc12,2.4%[15.4 µM]
COc1ccc2[nH]cc(CCN=C(NC(=O)c3ccccc3F)Nc3nc(C)cc(C)n3)c2c1,-11.3%
Cc1ccc(CNC(=O)C2CCN(c3ncnc4c3nc3n4CCCCC3)CC2)cc1,-3.6%
COc1ccc(NC(=O)c2cc3ccccc3oc2=O)cc1,-29.7%
Cc1cc(C)cc(NC(=O)Cn2c(=O)n(-c3ccc(C)c(C)c3)c(=O)c3oc4ccccc4c32)c1,-2.3%
CCN(CC)CCCNC(=O)c1cn(C)c2ccc(S(=O)(=O)N3CCOCC3)cc2c1=O,-0.6%
Cc1ccc(CCNC(=O)Cn2c(-c3cccs3)cc3cc(F)ccc32)cc1,-2.1%
Cn1c(=O)n(Cc2ccccc2)c(=O)c2c1nc1n2CCN1c1ccccc1,4.2%

The list continues:
mol,Tb PYK inh
Cc1nnc(N2CCN(C(=O)Nc3cccc(C(F)(F)F)c3)CC2)c2nn(-c3ccccc3)c(C)c12,2.0%
O=C(NCC(c1ccco1)S(=O)(=O)c1cccs1)c1ccc(Cl)cc1 (stereo not drawn),2.5%
C=CCc1ccc(OCCOc2cccc(/C=N/n3cnnc3)c2)c(OC)c1,0.8%
COc1ccc(Nc2cc(C)c3cc(NC(=O)c4ccccc4Cl)ccc3n2)cc1,1.3%
C[C@@H]1CN([C@H](C)CO)C(=O)CCCn2nncc2CO[C@H]1CN(C)C(=O)Oc1cccc2ccccc12,-4.9%
Cc1cccc(C(C#N)c2nc3ccccc3nc2C(F)(F)F)c1 (stereo not drawn),-0.5%
CN(C)CCN1C(=O)CCC2(C)C1=CCC1C2CCC2(C)C1CCC2(C)O (stereo not drawn),2.1%
Cc1oc2ccc(O)c(CN3CCN(Cc4ccccc4)CC3)c2c1C(=O)Nc1cccc(Cl)c1C,3.0%
Nc1ccccc1C=C1Cc2ccccc2C1=O,2.7%
CC(=O)NNc1nc(-c2ccccc2)c2cc(Cl)ccc2n1,5.9%
Cc1c(C=NNc2ccccc2)[nH]c(=O)[nH]c1=O,-4.2%
COc1cc(/C=N/n2nnnc2N)cc(Cl)c1OC,0.4%
CCCCNc1c(-c2cccnc2)nc2nc(C)cc(C)n12,-0.1%
CCC(=O)c1cccc(-c2ccccc2)c1CC,-2.3%
Cc1cccc(NC(=O)c2ccc(F)c(S(=O)(=O)N(C)C3CCCCC3)c2)c1,-2.6%
CCOc1ccc(CCNC(=O)CN2CCN(Cc3ccc(Cl)cc3)C2=O)cc1OCC,-2.6%
COC(=O)CN1C(=O)[C@@H]2[C@H](C1=O)[C@@H]1CC(C(=O)OC)=C[C@@H](C(=O)OC)[C@@H]3C1=C(C(=O)[C@]3(C)NC(=O)c1ccccc1)[C@@H]2C,0.6%
C[C@@H]1O[C@H](C2CCCC2)CC2=C1C(=O)OC(C)(C)O2,-2.0%
Cc1cc2oc(C(=O)Nc3nc(-c4ccccc4)ns3)c(C)c2cc1Cl,-2.2%
CCOC(=O)c1c(NC(=O)c2cc(-c3ccc(Cl)cc3)on2)sc2c1CCCC2,-1.8%

New compounds follow.
mol,Tb PYK inh
COc1ccc(N2CCN(C(=O)Nc3cn(CC(C)C)c(=O)c4ccccc34)CC2)cc1,-3.4%
O=C(NCc1ccc(C(F)(F)F)cc1)C1CC(c2ccc(C(F)(F)F)cc2)=NO1 (stereo not drawn),2.3%
C[C@H](CO)N1C[C@H](C)[C@@H](CN(C)C(=O)C2CCCCC2)OCc2cn(nn2)CCCC1=O,-6.1%
CCOC(=O)c1cc2c(=O)n3ccccc3nc2n(Cc2ccco2)c1=NC(=O)c1cc(C)cc(C)c1,-10.1%
CCc1ccc(C(=O)c2cn(CC(=O)Nc3cc(OC)ccc3OC)c3ccc(C)cc3c2=O)cc1,0.6%
COc1cccc(C(=O)NNS(=O)(=O)c2ccccc2)c1,-1.6%
CCOC(=O)c1scc(-c2ccc(C)cc2)c1S(=O)(=O)Nc1ccc(OC)c(Cl)c1,-17.0%
Cc1cc(S(=O)(=O)Nc2ccc(-c3ccc(N4CCCCCC4)nn3)cc2)c(C)cc1Cl,-9.0%
COc1cccc(C(=O)Nc2cc3cc(OC)ccc3oc2=O)c1,-2.9%
CCOC(=O)c1c(NC(=O)/C=C/c2ccc(C(C)C)cc2)sc2c1CCC2,-1.7%
O=C(CSc1nc(-c2ccc(Cl)cc2)nc2c1Cc1ccccc1O2)N1CCCCC1,-9.6%
O=C(CN(C(=O)c1ccc(Cl)cc1Cl)N1C(=O)C2C3C=CC(C3)C2C1=O)c1ccc(F)cc1 (stereo not drawn),-4.6%
Cc1cc(N=Nc2ccccc2C)ccc1N,-1.9%
CCN(C(=O)COC(=O)/C(=C/c1ccccc1)NC(C)=O)c1c(N)n(Cc2ccccc2)c(=O)[nH]c1=O,2.6%
CC1=C(C(=O)Nc2ccc(C)cc2C)C(c2cccn2C)n2ncnc2N1 (stereo not drawn),0.3%
Cc1ccccc1-n1c(SCC(=O)Nc2ccc(Cl)cc2F)nnc1-c1cc2occc2n1C,1.6%
CCCc1cc(=O)[nH]c(Nc2cc(Cl)ccc2OC)n1,11.8%
COc1ccc(C2CC(=O)c3cc(-c4nc(-c5cccc([N+](=O)[O-])c5)cs4)c(=O)n(-c4ccc(C)c(C)c4)c3C2)cc1 (stereo not drawn),4.9%
COc1ccc(C(=O)N2CCCC(C)(C(=O)NS(=O)(=O)C3CC3)C2)cc1 (stereo not drawn),-1.3%
O=C(c1ccco1)N1CCC2(CC1)CN(C(c1ccccc1)c1ccccc1)C2,-4.3%

Continuation:
mol,Tb PYK inh
COc1ccc(OC)c(NC(=O)C2(C)CCN2CCc2ccccc2)c1 (stereo not drawn),5.2%
Cc1nccn1-c1ccc(NC(=O)[C@H]2O[C@@H](n3ccc(=O)[nH]c3=O)[C@H](O)[C@@H]2O)cc1,-1.0%
CCOc1ccc(-c2c(C)nn3c(C)c(C(=O)NCCc4ccc(C)cc4)cnc23)cc1OCC,-0.5%
COc1ccc(CCNC(=O)Cn2c(=O)n(-c3cc(OC)c(OC)c(OC)c3)c(=O)c3ccccc32)cc1OC,-0.3%
COc1ccc(-c2nc(CNS(=O)(=O)c3cccc(F)c3)cs2)cc1,-4.6%
COc1ccc(Cl)cc1NC(=O)CN1c2ccccc2S(=O)(=O)c2ccccc21,-8.8%
Cc1ccc(S(=O)(=O)N2C[C@H]3C(=O)C[C@@H](c4ccccc4)N(S(=O)(=O)c4ccc(C)cc4)[C@H]3C[C@H]2c2cccc(Cl)c2)cc1,-1.2%
Cc1ccc(C(=O)Nc2cccc(C(=O)OCc3cc(=O)n4nc(C5CC5)sc4n3)c2)cc1,0.2%
Cc1ccc(C)c(N2C(=O)c3ccc(C(=O)Nc4ccccn4)cc3C2=O)c1,3.3%

The list is partial (hit frequency here may not be typical).
